# GPR55 LPI antagonism: inhibition of LPI-stimulated GPR55 beta-arrestin translocation – imaging, U2OS, beta-arrestin-GFP, LPI agonist, primary screen (AID 2013); U2OS GPR55 beta-arrestin-GFP translocation imaging, LPI antagonism; higher % means a stronger effect; inhibition, % at 10 µM; hits with a dose series show IC50 in µM; 290,000 tested, 0.13% active;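 active = spots per cell inhibited over 60%, with over 100 cells counted and total cytoplasm intensity under 500,000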;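 also: U2OS cells stably carrying GPR55 and arrestin-GFP stimulated by 5 µM LPI near EC80; imaged beta-arrestin-GFP aggregate spots per cell after agonist stimulation; plate controls were LPI-stimulated DMSO wells for no effect and DMSO wells without LPI for full effect; some results filed as inactive read as strong as hits; confirmed hits need IC50 under 10 µM and bright autofluorescent wells are also inconclusive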
# West Nile antiviral: inhibition of WNV-induced cytopathic effect – cell-based, CPE readout (AID 1621); West Nile virus-infected cells, CPE inhibition; higher % means a stronger effect; CPE inhibition, % at 10 µM; hits with a dose series show IC50 in µM; 290,000 tested, 0.02% active; in the data active = a potency from the dose series; also: strong numbers were not always called active
# GPR35 arrestin U2OS: inhibition of zaprinast-stimulated GPR35 beta-arrestin translocation – imaging, U2OS, beta-arrestin-GFP, zaprinast agonist, primary screen (AID 2058). U2OS GPR35 beta-arrestin-GFP translocation imaging, zaprinast antagonism; higher % means a stronger effect. 290,000 tested, 0.052% active. one-dose inhibition, % at 10 µM; IC50 in µM for titrated hits;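 active = inhibition of at least 50% with at least 30 cells and total cytoplasm GFP at most 10,000,000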
# KOR beta-arrestin-1: kappa opioid receptor activators – cell-based, luminescence, uHTS, primary screen (AID 1777); KOR beta-arrestin recruitment, luminescence; higher % means a stronger effect; activation, % at 10 µM, or EC50 in µM where a hit was titrated; 280,000 tested, 0.02% active; in the data active = activation above about 50%, passing the limit was not always enough; also: a part of the inactive calls stands beside numbers as strong as those of hits
# Dengue-2 NS5 capping: flavivirus cap methylation enzyme inhibition – biochemical, confirmation dose response, primary screen (AID 588689) | 340,000 tested, 0.3% active | Dengue-2 NS5 methyltransferase capping enzyme assay, biochemical; higher % means a stronger effect | inhibition, % at 25 µM, or IC50 in µM where a hit was titrated; in the data active = a potency from the dose series
# HIV peptide binding: inhibitors of HIV fusion peptide binding, primary screen, biochemical, uHTS, fluorescence dequenching (AID 1986). inhibition, % at 20 µM; hits with a dose series show IC50 in µM. 290,000 tested, 0.3% active. cell-free peptide binding, fluorescence dequenching, 30 min; higher % means a stronger effect; in the data active = inhibition mostly above about 52%, no sharp cut-off; inactive = mostly below about 76%; also: some results filed as inactive read as strong as hits
# GPR55 beta-arrestin: selective activators of receptor GPR55 – imaging, U2OS cells, beta-arrestin-GFP redistribution, primary screen (AID 1961) | activation, % at 10 µM, or EC50 in µM where a hit was titrated | U2OS GPR55 beta-arrestin-GFP redistribution imaging; higher % means a stronger effect | 290,000 tested, 0.048% active;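 active = activation above 40% with more than 50 cells counted in the well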;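 also: U2OS osteosarcoma cells stably expressing GPR55 and beta-arrestin-GFP; plate controls were DMSO negative control for no effect and LPI positive control for full effect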
# NOD1 inhibition: NOD1 signaling inhibitors, primary screen, cell-based, luminescence, uHTS (AID 1578); NOD1-driven NF-kB luciferase reporter cells, luminescence; higher % means a stronger effect; inhibition, % at 4 µM, or EC50 in µM where a hit was titrated; 290,000 tested, 1% active; in the data active = inhibition mostly above about 36%, no sharp cut-off; inactive = mostly below about 34%;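 also: HEK-293T reporter cells stimulated with the NOD1 agonist gamma-tri-DAP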
# KOR beta-arrestin-2: kappa opioid receptor blockers – cell-based, luminescence, uHTS (AID 1778). KOR beta-arrestin recruitment, luminescence, antagonist mode; higher % means a stronger effect. inhibition, % at 10 µM, or IC50 in µM where a hit was titrated. 290,000 tested, 0.091% active; in the data active = inhibition above about 50%; also: strong numbers were not always called active
# Dengue-2 NS5 capping pilot replicate: also measured in Dengue-2 NS5 capping; calls as there; inhibition, %; measured here: pilot screen replicate inhibition
# The depositor's hits bear a star; · = no result given; [ ] = another dose, or the depositor's remark.
SMILES,GPR55 LPI antagonism,West Nile antiviral,GPR35 arrestin U2OS,KOR beta-arrestin-1,Dengue-2 NS5 capping,HIV peptide binding,GPR55 beta-arrestin,NOD1 inhibition,KOR beta-arrestin-2,others
COc1cc(OC)cc(N(C(=O)C2COc3ccccc3O2)C(C(=O)NC2CCCCC2)c2ccc(O)cc2)c1 (centres undefined),3%,-0.8%,0%,-0.8%,-5%,3.1%,0.1%,-21%,33%,
CCCNC(=O)c1cc(OC)c(OC)cc1[N+](=O)[O-],6%,2.0%,-5%,-4.7%,-2%,-1.3%,-0.4%,1%,32%,
COCCn1c(SCC(=O)N2CCCC2)nnc1C(C)C,13%,0.0%,4%,1.9%,-2%,2.4%,-0.1%,2%,-12%,
COc1ccc(C2C(C(C)=O)=C(Nc3ccccc3)CC(C)(O)C2C(C)=O)cc1OC (centres undefined),5%,-0.2%,-4%,2.9%,1%,-1.3%,0.0%,14%,-30%,
CS(=O)c1ccccc1O (centres undefined),9%,-0.1%,5%,-2.9%,-8%,-0.9%,0.1%,-9%,10%,
NS(=O)(=O)c1ccc(N=Nc2c(O)[nH]c3ccc(Br)cc23)cc1,4%,0.1%,-3%,-1.6%,-9%,15%,-0.2%,-10%,-3%,
Cc1nccc(-c2ccc3c(c2)OCO3)n1,4%,-0.2%,22%,0.7%,-5%,-0.8%,0.7%,-34%,-9%,
COC(C[C@H](O)C[C@@H](O)[C@H](C)OCc1ccccc1)OC,-6%,0.2%,-16%,-2.2%,1%,2.2%,-0.1%,6%,-3%,
O=C(Nc1cccnc1Cl)C1c2ccccc2Oc2ccccc21,-14%,-0.7%,16%,-5.1%,12%,3.4%,0.2%,-36%,0%,
C=CCn1c(=O)c(C(=O)Nc2ccc(C)cn2)c(O)c2ccccc21,0%,-1.8%,-3%,0.5%,-14%,-0.4%,-0.1%,-29%,13%,
O=c1cc2c(nn1Cc1ccccc1)-c1ccccc1CC2,24%,0.6%,7%,-9.2%,-2%,-3.6%,0.1%,-28%,24%,
COc1ccc(OC)c(NC(=O)CCN2CC(C)CC(C)C2)c1 (centres undefined),-18%,-0.1%,6%,4.9%,-1%,1.0%,-0.2%,11%,-46%[20 µM],
O=C(Nn1cnc2ccccc2c1=O)c1ccc([N+](=O)[O-])cc1Cl,8%,1.7%,-3%,-0.6%,-2%,-0.2%,0.2%,-25%,-9%,
CNc1ccc(Br)cc(C(=O)/C=C/c2cccc(OC)c2OC)c1=O,-10%,0.2%,14%,-0.2%,57%,30%,-0.1%,-28%,36%,Dengue-2 NS5 capping pilot replicate=21
COc1cccc(Nc2nc(-c3sc(NC(=O)c4ccco4)nc3C)cs2)c1,8%,1.4%,-11%,0.5%,-11%,20%,0.7%,61%,-11%,
COc1ccc(-c2occ(C(=O)O)c2C(=O)O)cc1,6%,0.6%,16%,2.2%,4%,0.4%,-0.1%,35%,4%,Dengue-2 NS5 capping pilot replicate=-4.6
Cc1ccc2ccccc2c1NC(=O)c1ccco1,7%,-0.2%,-5%,-4.9%,-3%,1.9%,-0.1%,1%,-5%,
Cc1ccc(SCCNC(=O)/C=C/c2ccc([N+](=O)[O-])cc2)cc1,2%,-1.6%,-4%,-3.0%,-2%,0.3%,0.2%,-1%,-1%,
O=C(O)c1cc(S(=O)(=O)Nc2cccc3ccccc23)c(Cl)cc1Cl,10%,0.2%,-9%,5.8%,5%,2.6%,-0.2%,15%,-28%,
Cc1nc(CCNC(=O)CC2C(=O)NCCN2Cc2ccc(F)cc2)sc1C (centres undefined),-5%,-0.2%,20%,-1.1%,-4%,2.0%,-0.1%,-24%,0%,
COCCn1c(SCC(=O)Nc2nnc(C)s2)nnc1-c1ccco1,8%,0.3%,4%,·,4%,6.6%,-0.1%,-21%,9%[20 µM],
O=C(Nn1c(C2CCCCC2)nc2ccccc2c1=O)c1ccc([N+](=O)[O-])cc1Cl,10%,-0.6%,10%,5.0%,-2%,1.3%,0.9%,-19%,12%,
Cn1cc(CCC(=O)N2CCCC(CCC(=O)NCc3ccc(F)c(F)c3)C2)cn1 (centres undefined),-7%,1.1%,-1%,-1.1%,-2%,-0.8%,0.0%,-32%,-42%,
CN=C1SC(CC(=O)Nc2cccc(C(F)(F)F)c2)C(=O)N1C (centres undefined),-4%,0.3%,-5%,3.4%,3%,-1.2%,0.2%,-22%,10%,
CS(=O)(=O)/C(C#N)=C/c1c(-c2ccccc2)nc2n1CCS2,-8%,-0.1%,12%,2.8%,·,0.1%,-0.1%,3%,-1%,

# Part of the list above in order of SMILES length, ascending.
SMILES,GPR55 LPI antagonism,West Nile antiviral,GPR35 arrestin U2OS,KOR beta-arrestin-1,Dengue-2 NS5 capping,HIV peptide binding,GPR55 beta-arrestin,NOD1 inhibition,KOR beta-arrestin-2,others
O=C(Nc1cccnc1Cl)C1c2ccccc2Oc2ccccc21,-14%,-0.7%,16%,-5.1%,12%,3.4%,0.2%,-36%,0%,
COc1ccc(OC)c(NC(=O)CCN2CC(C)CC(C)C2)c1 (centres undefined),-18%,-0.1%,6%,4.9%,-1%,1.0%,-0.2%,11%,-46%[20 µM],
Cc1nc(CCNC(=O)CC2C(=O)NCCN2Cc2ccc(F)cc2)sc1C (centres undefined),-5%,-0.2%,20%,-1.1%,-4%,2.0%,-0.1%,-24%,0%,

# Random excerpt: two records from the list, in no set order.
SMILES,GPR55 LPI antagonism,West Nile antiviral,GPR35 arrestin U2OS,KOR beta-arrestin-1,Dengue-2 NS5 capping,HIV peptide binding,GPR55 beta-arrestin,NOD1 inhibition,KOR beta-arrestin-2,others
Cc1nc(CCNC(=O)CC2C(=O)NCCN2Cc2ccc(F)cc2)sc1C (centres undefined),-5%,-0.2%,20%,-1.1%,-4%,2.0%,-0.1%,-24%,0%,
COC(C[C@H](O)C[C@@H](O)[C@H](C)OCc1ccccc1)OC,-6%,0.2%,-16%,-2.2%,1%,2.2%,-0.1%,6%,-3%,

# Returning to the listing, starting 3 compounds before the break.
SMILES,GPR55 LPI antagonism,West Nile antiviral,GPR35 arrestin U2OS,KOR beta-arrestin-1,Dengue-2 NS5 capping,HIV peptide binding,GPR55 beta-arrestin,NOD1 inhibition,KOR beta-arrestin-2,others
Cn1cc(CCC(=O)N2CCCC(CCC(=O)NCc3ccc(F)c(F)c3)C2)cn1 (centres undefined),-7%,1.1%,-1%,-1.1%,-2%,-0.8%,0.0%,-32%,-42%,
CN=C1SC(CC(=O)Nc2cccc(C(F)(F)F)c2)C(=O)N1C (centres undefined),-4%,0.3%,-5%,3.4%,3%,-1.2%,0.2%,-22%,10%,
CS(=O)(=O)/C(C#N)=C/c1c(-c2ccccc2)nc2n1CCS2,-8%,-0.1%,12%,2.8%,·,0.1%,-0.1%,3%,-1%,
CSCCCNC(=S)Nc1ccc(N2CCOCC2)cc1,4%,0.7%,4%,2.8%,-2%,1.1%,0.1%,-24%,2%,
CC(C)c1ccc(OCC(=O)N(Cc2ccco2)C2CCS(=O)(=O)C2)cc1 (centres undefined),8%,-0.8%,12%,-5.7%,-2%,-1.2%,0.7%,0%,-18%[20 µM],
COc1ccc(NC(=O)C2CC(=O)N(c3ccccc3C)C2)c(OC)c1 (centres undefined),-8%,-0.4%,10%,-5.1%,1%,-1.3%,0.0%,-2%,-5%,
COc1cc(C(=O)c2ccccc2Cl)c([N+](=O)[O-])cc1OC,-1%,-0.5%,-5%,-2.1%,-7%,0.5%,-0.1%,-7%,-54%[20 µM],
Cn1nnnc1SCc1nnc(-c2ccc(F)cc2)o1,-7%,-0.2%,1%,1.9%,-7%,-1.4%,0.0%,-10%,3%,
COc1cc(/C=C/C(=O)NC(C)(C)C)ccc1OCc1ccccc1,8%,-0.1%,7%,8.7%,-4%,-0.8%,-0.8%,12%,-49%,
Cc1cccc(NC(=S)NC(=O)C2CC2)c1,0%,-0.8%,-8%,1.2%,-4%,11%,-0.1%,3%,-5%,
CCOc1ccc(C(=O)/C=C/Nc2ccc(S(=O)(=O)N=C(N)N)cc2)cc1,-22%,-0.1%,-10%,3.5%,-1%,3.5%,-0.2%,2%,1%,
CCn1c2ccccc2c2cc(NC(=O)C3CCN(S(=O)(=O)c4cccs4)CC3)ccc21,2%,-0.4%,21%,11%,1%,2.9%,-0.3%,-7%,-21%,
COc1ccc(OC)c(NC(=O)CCNC(=O)Cn2cnc3ccccc3c2=O)c1,17%,0.5%,10%,-2.1%,-4%,-1.4%,0.4%,-13%,7%,
COc1cc(/C=N/NC(=O)c2ccc(=O)[nH]n2)ccc1O,2%,0.5%,14%,3.9%,-4%,-2.6%,-0.1%,-23%,5%,
CC(C)C(=O)N(Cc1cc2ccccc2[nH]c1=O)C(C)(C)C,8%,·,0%,-7.6%,-4%,4.5%,0.2%,-20%,-29%,
CC(C)c1cc(C(N)=O)c(NC(=O)c2cccc(COc3ccc(Cl)cc3)c2)s1,-4%,·,-2%,-1.1%,-8%,-1.4%,-0.2%,5%,28%,
Brc1ccc(OCCCCCN2CCOCC2)cc1,9%,-1.3%,-10%,-1.0%,0%,4.0%,-0.4%,-28%,10%,
COC(=O)C1=NN(c2ccc(OC)cc2)C2C(=O)N(c3ccccc3OC)C(=O)C12 (centres undefined),2%,0.1%,-24%,-2.5%,·,-0.7%,-0.1%,-1%,14%,
CCc1ccc(OCC(=O)N/N=C(\C)c2ccc3c(c2)OCCO3)cc1,17%,-0.5%,-2%,-8.3%,1%,-0.6%,1.1%,-11%,-13%,

# Source: PubChem BioAssay

# Some of the compounds tested; rates above refer to the full screens.
